# From PubChem BioAssay
# MgcRacGAP inhibition – MgcRacGAP GTPase-activating activity inhibitors, confirmation, biochemical, ADP Hunter fluorescence. AID 624330. one-dose inhibition, % at 30 µM; IC50 in µM for titrated hits. MgcRacGAP-stimulated Rac1 GTP hydrolysis, ADP Hunter fluorescence; higher % means a stronger effect; GST-tagged Rac1 F28L mutant substrate. actives 0.6% (n = 340,000);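 active = first-screen hits whose inhibition reached a set limit at any dose in the follow-up dose series; inconclusive = inhibition above the set first-screen limit but never retested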;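 note: fluorescence reports GDP produced by GAP-driven GTP hydrolysis; strong numbers were not always called active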
# NS5 inhibitors – Dengue-2 NS5 methyltransferase inhibitors, primary screen, biochemical, confirmation dose response (AID 588689); Dengue-2 NS5 methyltransferase capping enzyme assay, biochemical; higher % means a stronger effect; inhibition, % at 25 µM; hits with a dose series show IC50 in µM; actives 0.3% (n = 340,000); in the data active = a potency from the dose series; inconclusive = inhibition above about 29% without an active follow-up result
# HIV peptide binding – inhibitors of HIV fusion peptide binding, primary screen, biochemical, uHTS, fluorescence dequenching (AID 1986); cell-free peptide binding, fluorescence dequenching, 30 min; higher % means a stronger effect; inhibition, % at 20 µM; hits with a dose series show IC50 in µM; actives 0.3% (n = 290,000); in the data active = inhibition mostly above about 52%, no sharp cut-off; inactive = mostly below about 76%; note: some results filed as inactive read as strong as hits
# SV40 large T antigen – TAg ATPase/helicase activity blockers – biochemical (AID 1903) | actives 0.39% (n = 310,000) | SV40 large T antigen ATPase/helicase inhibition assay; higher % means a stronger effect | inhibition, % at 20 µM; hits with a dose series show IC50 in µM; in the data active = a potency from the dose series; inconclusive = inhibition mostly from about 32% at the one dose, without a potency; inactive = the rest, 99 in 100 with inhibition below about 32%; note: strong numbers were not always called active
# LYP inhibition – PTPN22 lymphoid phosphatase activity blockers – biochemical, fluorescence intensity, uHTS (AID 1779); actives 0.054% (n = 290,000); one-dose inhibition, % at 11.5 µM; IC50 in µM for titrated hits; recombinant LYP phosphatase, fluorescence intensity; higher % means a stronger effect; in the data active = inhibition above about 50%;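 note: plate controls were vehicle with enzyme for no effect and no enzyme for full effect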
# Siah-1 displacement – blockers of Siah-1 interaction with plectin peptide – biochemical, fluorescence polarization, rhodamine-plectin, uHTS, primary screen (AID 1817); Siah-1 / rhodamine-plectin peptide fluorescence polarization; higher % means a stronger effect; one-dose displacement, % at 20 µM; IC50 in µM for titrated hits; actives 0.02% (n = 290,000);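 active = displacement of at least 50% at 20 µM, with a fluorescence ratio check between 0.3 and a set limit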;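 note: plate controls were Siah plus tracer with DMSO for no effect and tracer alone without Siah for full effect; strong numbers were not always called active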
# AID2073 – disruptors of CaV2.2 binding to Mint1 – biochemical, HTRF (AID 2073); inhibition, % at 20 µM, or IC50 in µM where a hit was titrated; HTRF protein-protein interaction, Mint1-CaV2.2; higher % means a stronger effect; actives 0.19% (n = 290,000); in the data active = inhibition mostly above about 51%, no sharp cut-off; inconclusive = no clear call, values can overlap the other calls; inactive = mostly below about 53%; note: some results filed as inactive read as strong as hits
# RSV antiviral HEp-2 – RSV antiviral activity via CPE protection, HEp-2 cells, primary 10 µM value included (AID 2391); HEp-2 cells, RSV-induced CPE inhibition; higher % means a stronger effect; one-dose CPE inhibition, % at 10 µM; IC50 in µM for titrated hits; actives 0.13% (n = 310,000); in the data active = a potency from the dose series; inconclusive = CPE inhibition mostly from about 23% at the one dose, without a potency; inactive = the rest, 99 in 100 with CPE inhibition below about 21%; note: strong numbers were not always called active
# XIAP displacement – XIAP antagonists, biochemical, IAP family, fluorescence polarization (AID 1018). displacement, % at 20 µM; hits with a dose series show IC50 in µM. actives 0.007% (n = 200,000). XIAP BIR domain, fluorescence polarization peptide displacement; higher % means a stronger effect; in the data active = displacement above about 50%; note: a part of the inactive calls stands beside numbers as strong as those of hits
# NS5 inhibitors pilot replicate – also measured in NS5 inhibitors; calls as there; inhibition, %; measured here: pilot screen replicate inhibition
# * marks the source's active call; other numbers are inactive results; ? = inconclusive; . = no result given.
SMILES,MgcRacGAP inhibition,NS5 inhibitors,HIV peptide binding,SV40 large T antigen,LYP inhibition,Siah-1 displacement,AID2073,RSV antiviral HEp-2,XIAP displacement,others
c1ccc2c(c1)nc1sccn12,2%,-2%,-2.0%,10%,-4%,-2%,1%,1.8%,-2.4%,
C#CCOCCOCCOCCNc1nc(N2CCN(C(=O)C(Cc3ccc(O)cc3)n3cc(C(N)C(C)CC)nn3)CC2)nc(N2CCN(C(=O)C(Cc3ccc(O)cc3)n3cc(C(N)C(C)CC)nn3)CC2)n1 (configuration not stated),11%,-10%,-0.6%,5%,-8%,5%,13%,0.6%,-5.9%,
CCN(C(=O)COC(=O)c1cc(NS(=O)(=O)c2ccc(Cl)c([N+](=O)[O-])c2)ccc1O)C1CCCCC1,0%,-3%,6.2%,12%,8%,-1%,24%,2.7%,-5.8%,
COC(=O)C1=C(C)C(c2ccc(OC)cc2OC)NC(=O)N1 (configuration not stated),11%,1%,0.3%,11%,-4%,-3%,-2%,1.0%,2.8%,
S=C(Nc1ccccc1Cl)N1CCCC(c2ccccc2)=N1,10%,-5%,0.9%,0%,1%,5%,-1%,40%,.,
O=C(NCc1cccs1)c1cccnc1C(=O)O,2%,-7%,0.5%,3%,0%,1%,0%,0.1%,-2.2%,
Cc1cccc(C(=O)N/N=C/C(C)Cc2ccc3c(c2)OCO3)c1 (configuration not stated),1%,0%,-3.1%,-2%,2%,8%,0%,0.4%,-2.5%,
CSc1nc(-c2ccccc2)nc(SC)c1C(C)=O,8%,-2%,-1.1%,-3%,-7%,-1%,-16%,-0.7%,2.0%,
COCC1CCCCN1C(=O)c1cccc(OC2CCN(S(C)(=O)=O)CC2)c1 (configuration not stated),-2%,-11%,-0.4%,9%,-6%,0%,12%,0.0%,.,
COCCCNC(=O)CC(NS(=O)(=O)c1ccc(Cl)cc1)c1ccc(OC)cc1 (configuration not stated),-1%,-2%,-1.7%,0%,-3%,5%,-7%,0.5%,-21%,
CSCc1ccc(C(=O)NCC(c2cccs2)N2CCOCC2)cc1 (configuration not stated),5%,-4%,.,5%,.,.,.,-0.5%,.,
CC(=O)OC(C(=O)NC1CCCCC1)c1ccncc1 (configuration not stated),1%,-1%,0.2%,-10%,-3%,1%,-5%,-0.1%,-6.9%,
CSc1nnc(C)c(=O)n1COC(=O)COc1ccc(Cl)cc1,12%,-1%,2.5%,8%,-7%,10%,-1%,0.6%,-1.7%,
CC(C)(C)c1ccc(-n2ncc3c2CCCC3NC(=O)CCN2CCCCC2=O)cc1 (configuration not stated),5%,0%,-1.1%,5%,-6%,0%,10%,0.8%,.,
NC1=NC(=O)C(Cc2cc(Cl)ccc2Cl)S1 (configuration not stated),4%,-2%,-2.3%,3%,-5%,-3%,1%,0.5%,-3.4%,
CC(=O)C1=C(C)NC(=O)CC1c1ccccc1Cl (configuration not stated),9%,-8%,-1.1%,1%,-6%,-3%,4%,1.2%,-5.5%,
Cc1ccccc1-n1nnnc1SCCCC(=O)c1ccc(F)cc1,3%,-5%,-1.7%,0%,-5%,5%,6%,4.3%,-3.2%,
Cc1cccc(OCCC(=O)NCC(=O)Nc2c(C)cccc2C)c1,7%,-1%,1.5%,11%,-10%,-2%,1%,2.4%,-4.3%,
CCOC(=O)N1CCN(C(=O)C2CCN(S(=O)(=O)c3cc(Cl)ccc3OCC)CC2)CC1,8%,6%,-0.3%,11%,-10%,12%,-2%,2.0%,.,
COCCCN(C(=S)Nc1c(C)cc(C)cc1C)C(C)c1ccncc1 (configuration not stated),0%,4%,0.4%,5%,-1%,5%,-23%,0.2%,-12%,

# Among those listed so far, 2 contain an aryl methoxy group.
SMILES,MgcRacGAP inhibition,NS5 inhibitors,HIV peptide binding,SV40 large T antigen,LYP inhibition,Siah-1 displacement,AID2073,RSV antiviral HEp-2,XIAP displacement,others
COC(=O)C1=C(C)C(c2ccc(OC)cc2OC)NC(=O)N1 (configuration not stated),11%,1%,0.3%,11%,-4%,-3%,-2%,1.0%,2.8%,
COCCCNC(=O)CC(NS(=O)(=O)c1ccc(Cl)cc1)c1ccc(OC)cc1 (configuration not stated),-1%,-2%,-1.7%,0%,-3%,5%,-7%,0.5%,-21%,

# Next structures follow:
SMILES,MgcRacGAP inhibition,NS5 inhibitors,HIV peptide binding,SV40 large T antigen,LYP inhibition,Siah-1 displacement,AID2073,RSV antiviral HEp-2,XIAP displacement,others
Cc1cc(C)c(C#N)c(SCc2nc3ccccc3c(=O)[nH]2)n1,6%,-3%,-2.2%,11%,-5%,6%,-1%,-0.3%,-1.2%,
CC(=O)/C(=N/Nc1cccc(Cl)c1)N1CCOCC1,6%,-2%,-2.7%,23%,-2%,-2%,-2%,9.0%,-13%,
CC(C)(C)NC(=O)C1CCN(S(=O)(=O)c2cccc3nsnc23)CC1,7%,-4%,0.1%,-2%,-10%,-2%,-4%,1.1%,.,
Clc1ccc(OCCOCCN2CCCCC2)c(Br)c1,?,-5%,2.6%,-1%,-3%,1%,3%,1.6%,-3.0%,
O=C(Cn1cnc2c(oc3ccccc32)c1=O)NCc1ccco1,5%,-5%,1.6%,1%,2%,-3%,0%,-0.4%,-3.2%,
Cc1ccc(NC(=O)NCC(c2ccccc2)N(C)C)cc1 (configuration not stated),9%,-7%,-1.0%,3%,-8%,-4%,6%,-1.6%,.,
Cc1cccc(Cc2c(C)nc3c(C(=O)N4CCN(Cc5ccc6c(c5)OCO6)CC4)cnn3c2C)c1,-3%,0%,-2.7%,-4%,-10%,0%,4%,4.8%,-5.3%,
CC[n+]1ccc(C(=O)NCc2ccccc2)cc1,7%,5%,0.1%,10%,-4%,4%,-6%,3.0%,-3.7%,
COCc1cc(CN2CCCC(CNC(=O)c3ccc(F)cc3)C2)ccc1OC (configuration not stated),6%,.,-0.7%,8%,-8%,1%,-6%,0.0%,-3.7%,
O=C(COc1ccc(Br)cc1)N1CCc2ccccc2C1,10%,-5%,-0.9%,7%,0%,5%,7%,?,-6.4%,
CCCCn1c(N)c(N(CC(C)C)C(=O)c2cnccn2)c(=O)[nH]c1=O,0%,7%,.,30%,.,.,.,-1.7%,.,
COc1ccccc1N1CCN(Cc2ccc(OC)c(OC)c2OC)CC1,28%,3%,-1.3%,6%,-9%,4%,-9%,1.4%,-6.2%,NS5 inhibitors pilot replicate=-0.9
CC(C)Sc1n[nH]c(=O)n1-c1ccccc1,-1%,-10%,-1.7%,4%,-4%,4%,49%,0.3%,.,
CCCN(CC1CC1)C(=O)Nc1ccccc1C,6%,-1%,-0.5%,-6%,-10%,2%,-2%,1.4%,-2.3%,
CCOc1ccccc1NC(=O)CSc1nc(=O)n(Cc2ccncc2)c2c1CCC2,2%,3%,.,9%,.,.,.,-0.7%,.,
FC(F)Sc1ccc(-n2cc(-c3ccccc3)[n+]3c2CCC3)cc1,5%,3%,-0.8%,12%,-7%,-7%,23%,4.0%,-0.3%,
CCCn1nc(NC(=O)c2ccco2)c2cc3ccccc3nc21,2%,-6%,4.8%,7%,-2%,-2%,41%,1.4%,-2.1%,
O=C(NC1CCCCCC1)c1ccc2nc3cc(Cl)ccc3c(=O)n2c1,-1%,4%,-0.9%,-9%,-6%,9%,26%,4.2%,-2.5%,
COc1cccc(NC(=O)CSc2nc3c(oc4ccccc43)c(=O)[nH]2)c1,4%,-1%,4.4%,7%,-5%,14%,10%,4.1%,-4.3%,
COc1ccc(C(CNC(=O)C(C)Oc2ccc(Br)cc2)N2CCOCC2)cc1 (configuration not stated),9%,-4%,.,8%,.,.,.,-0.3%,.,
N#C/C(=C\c1cn[nH]c1-c1ccccc1)C(=O)NC1CCCCCC1,5%,-3%,-1.2%,7%,2%,2%,4%,0.4%,-3.2%,
O=C(Cc1ccc(Br)cc1)N1CCN(c2ccccc2)CC1,10%,4%,-1.0%,-3%,-7%,-2%,17%,0.9%,-6.0%,
Nc1nnc(CC(=O)N/N=C/c2cc([N+](=O)[O-])cc(Br)c2O)s1,20%,.,61%*,12%,-5%,4%,2%,5.5%,-1.9%,
Cc1ccc(Nc2ccc([N+](=O)[O-])cn2)cc1Cl,7%,.,3.0%,9%,1%,1%,12%,?,.,
O=C(CSc1nc(COc2ccccc2)nc2ccccc12)NC1CCCC1,10%,.,-0.1%,3%,0%,4%,13%,0.6%,-6.2%,
COc1cc([N+](=O)[O-])ccc1N=Nc1c(N)[nH]n(-c2ccccc2)c1=O,.,.,5.6%,3%,-1%,4%,45%,1.8%,-3.1%,
Cc1ccc(NC(=O)C2CC(=O)n3ncnc3N2)cc1 (configuration not stated),-1%,-6%,-0.2%,11%,2%,5%,-2%,-0.1%,-6.5%,
CCn1c(SCC(N)=O)nnc1-c1ccc2[nH]c(C)c(C)c2c1,9%,-4%,-1.8%,9%,-10%,1%,6%,-1.1%,-2.6%,
CS(=O)(=O)N1CCC(C(=O)NCc2ccc(F)cc2)CC1,2%,-3%,-0.6%,15%,-6%,8%,14%,1.9%,-6.7%,
CC(OC(=O)CN1C(=O)COc2ccccc21)C(=O)NCc1ccc(F)cc1 (configuration not stated),3%,0%,-1.4%,6%,-3%,0%,5%,-0.2%,.,
CCn1c(SCC(=O)NC2CCCC2)nnc1-c1ccccn1,7%,-8%,2.7%,16%,-11%,7%,0%,2.1%,.,
CC1(C)NC(=O)N(CCOCCOc2ccc3ccccc3c2Br)C1=O,5%,-1%,0.4%,13%,-1%,-1%,0%,3.2%,-6.5%,NS5 inhibitors pilot replicate=3.9
CCOC(=O)N1CCN(c2nnc(-c3ccccc3)c3ccccc23)CC1,7%,4%,-1.5%,23%,-8%,2%,-2%,3.2%,.,
COC(=O)c1c(-c2ccccc2)csc1NC1=NS(=O)(=O)c2ccccc21,-1%,-11%,-1.2%,-4%,-6%,-5%,0%,0.5%,-0.9%,
CCOC(=O)c1c(NC(=O)CSc2nnnn2-c2ccc3c(c2)OCO3)sc(C)c1C,8%,1%,0.6%,.,-2%,9%,0%,0.1%,0.4%,
CSc1ccccc1NC(=O)COC(=O)CSc1ccc(C)cc1,0%,4%,.,3%,.,.,.,-0.8%,.,
CCc1ccc(NC(=O)Nc2cccc(OC)c2)cc1,9%,-10%,0.7%,9%,-6%,2%,4%,16%,-3.2%,
CN(C)C(=O)CSc1nnc(-c2cccs2)n1-c1ccccc1,9%,-2%,0.3%,21%,-9%,17%,4%,-0.6%,.,
COc1ccc(N2CCN(C(=O)CN(Cc3ccccc3)S(C)(=O)=O)CC2)cc1,18%,-4%,13%,16%,-7%,2%,-11%,4.3%,-2.6%,
Cn1c(N)c(C(=O)COC(=O)CCCN2C(=O)c3ccccc3C2=O)c(=O)n(C)c1=O,6%,-3%,-0.5%,7%,-7%,6%,25%,-0.1%,-12%,
CCCC(=O)Nc1cc(-c2cn3cccnc3n2)ccc1OC,8%,-2%,-0.7%,7%,-10%,4%,18%,.,-4.4%,
CC(C)c1cc(-c2cc(-c3ccccc3)on2)nc(NC2CCCC2)n1,3%,0%,-1.0%,7%,-5%,-3%,5%,5.5%,.,
